HttQ103 aggreg: qHTS Multiplex Assay to Identify Dual Action Probes in a Cell Model of Huntington: Aggregate Formation (GFP). PC12 HttQ103-GFP aggregates, Acumen cytometry, 40 h. Potency, µM (highest dose often 46.1 µM), for inactives: top-dose activity change, negative = inhibition, actives largely listed as inhibitors. 220,000 compounds, 1.1% hits; further: on the % scale 0 is the no-effect control and ±100 the full control effect; nearly all actives have a fitted effect of over 60% in size
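Using laser scanning cytometry, GFP-positive aggregates were counted after lysis of PC12 cells induced with 100 nM tebufenozide to express HTT exon 1 Q103–GFP. Compounds were tested in titration.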
aGlu spleen mod: qHTS Assay for Inhibitors and Activators of Human alpha-Glucosidase From Spleen Homogenate; AID 2112, 2009; 240,000 compounds, 0.006% hits; human spleen homogenate, 4-MU-alpha-glucoside fluorescence; Potency, µM (highest dose often 79.9 µM), for inactives: at the highest dose activity change, negative = inhibition, most hits filed as inhibitors; Lysosomal alpha-glucosidase (Homo sapiens), P10253;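 further: 0% = enzyme with vehicle and -100% = no enzyme basal signal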
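Enzyme source: human spleen homogenate, 1 ug/well. Buffer 50 mM citric acid/K phosphate pH 5.0, 0.01% Tween-20. 4-MU-alpha-glucoside 1 mM; 37 C x 40 min; NaOH/glycine stop; fluorescence.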
GAA inhib: qHTS Assay for Inhibitors of Human alpha-Glucosidase as a Potential Chaperone Treatment of Pompe Disease | Lysosomal alpha-glucosidase (Homo sapiens), P10253 | purified human GAA, 4-MU-alpha-glucoside fluorescence | Potency, µM (doses to about 76.9 µM), for inactives: at the top dose activity change, negative = inhibition, hits mostly inhibitors | 200,000 compounds, 0.005% hits | AID 1466, 2008;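 further: plate controls were uninhibited enzyme wells for no effect and no-enzyme background for full effect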
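Human alpha-glucosidase, 4 nM, pre-mixed with test compounds before 400 uM 4-methylumbelliferyl substrate; 20 min room temperature at pH 5.0. Fluorescence read after pH 10 stop; AC50 values from Hill-equation fits.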
GAA glycogen mod: qHTS Assay for Inhibitors and Activators of Human alpha-Glucosidase Cleavage of Glycogen | Lysosomal alpha-glucosidase (Homo sapiens), P10253 | recombinant GAA, glycogen substrate, Amplex Red glucose oxidase fluorescence | Potency, µM (highest dose often 76.4 µM), inactives show top-dose activity change, negative = inhibition, hits mostly inhibitors | 300,000 compounds, 0.38% hits;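 further: 0% = full enzyme reaction and -100% = no-enzyme basal signal; the screen sought inhibitors and activators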
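Recombinant enzyme (4 nM final) with compounds titrated up to 77 uM and bovine liver glycogen (30 ug) in citrate pH 5.0, 0.01% Tween-20, 37 C 40 min. Released glucose detected by Amplex Red/glucose oxidase (Ex 573/Em 610); AC50 from Hill fits.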
IMPase Li cell: qHTS Assay for Identifying the Cell-Membrane Permeable IMPase Inhibitors: Potentiation with Lithium. CHO-M1 cells, IP1 TR-FRET (IP-One), carbachol + lithium. Potency, µM (series often up to 59.4 µM), inactives show top-dose activity, negative = IMPase inhibition, actives largely listed as inhibitors. 210,000 compounds, 0.35% hits. AID 1457, 2008;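 further: IP1 builds up when IMPase is blocked and the TR-FRET signal falls; plate controls were basal vehicle for no effect and high inhibitor control for full effect; nearly all actives have a fitted effect of over 50% in size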
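Lithium-sensitised IP1 accumulation assay; M1-expressing CHO cells treated 30 min at 37C with compound. Competitive antibody detection by time-resolved FRET followed a 10 min room-temperature lysis step.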
GoLoco inh red: qHTS Assay for Inhibitors of RGS12 GoLoco Motif Activity (Red Fluorophore); Guanine nucleotide-binding protein G(i) subunit alpha-1 (Homo sapiens), P63096; Gai1:RGS12 GoLoco peptide FP, rhodamine, 10 min; Potency, µM (series often up to 61.6 µM), without a hit: at the highest dose activity, negative = inhibition, hits mostly inhibitors; 230,000 compounds, 0.44% hits; active means well fitted inhibition curve with a large enough effect, not every such curve was filed as active; inactive means no such curve, though single readings can be large or run the other way; further: on the % scale 0 is the no-effect control and ±100 the full control effect; nearly all actives have a fitted effect of over 30% in size; many of its hits are not listed in these tables
Target sequence (P63096 whole entry, looked up): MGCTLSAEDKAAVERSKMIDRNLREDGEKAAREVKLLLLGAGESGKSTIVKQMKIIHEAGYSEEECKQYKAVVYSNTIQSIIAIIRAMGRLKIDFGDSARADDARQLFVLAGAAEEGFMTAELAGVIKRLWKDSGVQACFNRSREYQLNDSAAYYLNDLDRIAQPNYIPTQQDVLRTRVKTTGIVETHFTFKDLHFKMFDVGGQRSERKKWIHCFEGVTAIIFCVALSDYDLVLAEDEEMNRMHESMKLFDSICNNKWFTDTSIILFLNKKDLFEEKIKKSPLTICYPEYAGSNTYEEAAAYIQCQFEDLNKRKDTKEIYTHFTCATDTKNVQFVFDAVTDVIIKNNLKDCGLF
HTT ATP protect: qHTS Multiplex Assay to Identify Dual Action Probes in a Cell Model of Huntington: Cytoprotection (ATP) | PC12 HTT-Q103 induced, cytoprotection, ATP luminescence, 40 h | AID 1471, 2008 | Potency, µM (top dose mostly 56.4 µM), inactives show cytoprotection (ATP increase), hits mostly activators | 230,000 compounds, 0.14% hits;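 further: % of control where 0% means no effect; nearly all actives have a fitted effect of over 45% in size; toxic huntingtin expression switched on by the ecdysone agonist tebufenozide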
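Compounds added alongside 100 nM tebufenozide, which induces toxic Q103 huntingtin exon 1-GFP in stable PC12 cells; surviving cells quantified by luminescent ATP measurement. Medium: phenol red-free DMEM, 5% equine and 5% calf serum.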
An asterisk follows results filed as active; ? = inconclusive; / = not tested or not shown; & = joins results of further samples; [ ] = remark or other dose. Unless noted, the call rests on the fitted dose curve; in most records, active means well fitted curve in the direction sought with a large enough effect; inconclusive means small, poorly fitted or top-dose-only effect, or another doubt; inactive means no such curve, though single readings can be large; an effect the other way counts as inactive or inconclusive. Potency means the concentration at half of the fitted maximal effect.

compound	HttQ103 aggreg	aGlu spleen mod	GAA inhib	GAA glycogen mod	IMPase Li cell	GoLoco inh red	HTT ATP protect
C=C1Cn2c(nnc2-c2ccc(Cl)cc2)S1	-11%	1%	4%[15.4 µM]	-4%	7%[38.3 µM]	9%	-22%
CN(c1ccc(C(=O)NCc2ccco2)cc1)S(C)(=O)=O	-11%	-10%	-6%	3%	24%[38.3 µM]	7%	15%
COc1ccc(NC(=O)CC(C(=O)O)N2CCCCC2)cc1 (configuration not stated)	15%	-15%	6%	1%	5%[38.3 µM]	8%	12%
O=S(=O)(NCCc1ccccn1)c1cccs1	10%	-2%	-2%	0%	29%[38.3 µM]	12%	-1%[10 µM]
Cc1ccc2[nH]c(=O)cc(C(=O)OCC(=O)c3ccccc3)c2c1	13%	2%	-1%	4%	-8%	4%	/
COc1ccc(N=Cc2nc(-c3ccco3)oc2O)cc1	30%	-7%	-7%	?	7%	4%	?
COc1cccc(-c2nc(=S)c3c(o2)CCCC3)c1	19%	-3%	2%	-28%	18%	15%	-91%[inhibitor]
O=C(COc1cnc2ccccc2n1)NCCC1=CCCCC1	4%	1%	3%	5%	6%[38.3 µM]	-12%	10%[10 µM]
Cc1ccc(S(=O)(=O)N2CCC(C(=O)NNC(=O)C3CC3)CC2)cc1Cl	0%	5%	-6%	-8%	1%	-2%	/
COc1ccc(NC(=O)/C(C#N)=C/c2ccc(Sc3nncn3C)c([N+](=O)[O-])c2)cc1	27%	-4%	1%	7%	18%	6%	7%
CC(C)(C)C1=Nn2c(nnc2-c2n[nH]c3c2CCC3)SC1	-10%	-4%	2%	5%	-1%[38.3 µM]	3%	-5%[0.074 µM]
CC(NCC(c1ccco1)N1CCCCC1)C(=O)NC1CCCC1 (configuration not stated)	-11%	-10%	-11%	2%	0%	15%	-5%
CCCCNC(=S)Nc1ccc(OC)nc1	-8%	5%	8%	2%	6%	11%	-12%[10 µM]
Cc1ccc(-c2csc3nc4cc(C(N)=O)ccc4c(=O)n23)cc1	-9%[9.22 µM]	-8%	/	-1%	/	-6%	3%[10 µM]
Cc1c(-c2ccco2)[n+](=O)c2c(n1[O-])CCCCC2	4%	1%	-6%	14%	-4%[38.3 µM]	1%	3%
Cc1nn(-c2ccc(Cl)cc2Cl)c(=O)c2ccccc12	-9%	-12%	-6%	-1%	-5%	10%	20%[10 µM]
O=C1CCCc2c1[nH]c1ccc(CN3CCCCC3)cc21	6%	2%	-4%	0%	2%[38.3 µM]	4%	-21%
NC(=O)CNC(=O)[C@@H]1CC2(CC(c3ccc(Cl)cc3)=NO2)CN1C(=O)c1ccc(Br)cc1 (some centres not stated)	7%	-4%	9%	-9%	-12%[38.3 µM]	-22%	0%
CCc1ccccc1N1CSC2=C(C#N)C(c3cc(OC)c(OC)cc3OC)CC(=O)N2C1 (configuration not stated)	?	13%	-21%	?	-23%[38.3 µM]	-36%	-28%[0.074 µM]
COCc1c(C(=O)N2CCN(c3ccc(C(F)(F)F)cn3)CC2)oc2ccccc12	?	-11%	?	-6%	7%[38.3 µM]	2%	-13%
Cc1ccc(C(=O)NC(=S)NCc2ccco2)cc1	2%	6%	2%	-4%	2%	1%	-15%
Cc1nc2sc(C(c3ccc(Cl)cc3)N3CCOCC3)c(O)n2n1 (configuration not stated)	14%	6%	-2%	-4%	-26%[38.3 µM]	-3%	-9%
Cc1cc(C)nc(SCCN2CCOCC2)n1	4%	-2%	-3%	-4%	61%[activator][38.3 µM]	-2%	5%
CCN(CC)CCNC(=O)CCCCCn1c(=O)[nH]c2cc(C(=O)OC)ccc2c1=O	-1%	5%	2%	-6%	41%[activator][38.3 µM]	-1%	10%
CCOC(=O)N1CCN(C(=O)CN(c2ccc3c(c2)OCO3)S(C)(=O)=O)CC1	2%	-6%	0%	9%	8%[38.3 µM]	-4%	-5%
COc1ccc(S(=O)(=O)NC(CCSC)C(=O)NC2CCCCC2)cc1 (configuration not stated)	-9%	-4%	-4%	-17%	7%	2%	/
N#CCC(=O)NNc1c([N+](=O)[O-])cc(C(F)(F)F)cc1[N+](=O)[O-]	-4%[9.22 µM]	0%	/	?	/	1%	-14%[10 µM]
CCCNC(=S)Nc1c(C)n(C)n(-c2ccccc2)c1=O	20%	-2%	1%	-4%	1%	-6%	-30%
CC(=O)Nc1ccc(NC(=O)c2ccc(NS(=O)(=O)c3cc(C(C)(C)C)ccc3C)cc2)cc1	?	0%	4%	-5%	9%	7%	26%[10 µM]
CC(=O)Nc1cccc(-c2csc(NCc3ccccc3)n2)c1	30%	-10%	2%	-27%	7%	-13%	-29%

Retrieved one by one from the entries so far, two records:
compound	HttQ103 aggreg	aGlu spleen mod	GAA inhib	GAA glycogen mod	IMPase Li cell	GoLoco inh red	HTT ATP protect
Cc1nc2sc(C(c3ccc(Cl)cc3)N3CCOCC3)c(O)n2n1 (configuration not stated)	14%	6%	-2%	-4%	-26%[38.3 µM]	-3%	-9%
Cc1nn(-c2ccc(Cl)cc2Cl)c(=O)c2ccccc12	-9%	-12%	-6%	-1%	-5%	10%	20%[10 µM]

(further entries)
compound	HttQ103 aggreg	aGlu spleen mod	GAA inhib	GAA glycogen mod	IMPase Li cell	GoLoco inh red	HTT ATP protect
C[C@H](NC(=O)NCc1cccs1)C(=O)O	-27%	10%	4%	4%	12%[38.3 µM]	6%	-6%[10 µM]
CCC/C(O)=C1\C(=O)CCCC1=NCCCCCC(=O)O	22%	-5%	-5%	2%	22%[38.3 µM]	3%	14%
CCC(C)(C(=O)NC1CCCCC1)N(CC1CCCO1)C(=O)CNC(=O)c1ccccc1 (configuration not stated)	3%	-2%	2%	8%	56%[activator][38.3 µM]	-2%	-12%
Cc1ccccc1NC(=O)c1ccc2c(c1)OCCO2	-6%	1%	-9%	7%	-3%[38.3 µM]	0%	-34%
CCOCC(=O)Nc1cc(Cl)c(OC)cc1OC	4%[9.22 µM]	-14%	?	-8%	1%	7%	17%[10 µM]
Nc1nnc(CC(=O)N/N=C\c2ccc(-c3cccc(Cl)c3)o2)s1	8%[9.22 µM]	2%	/	-5%	/	12%	23%[10 µM]
Cc1ccccc1NC(=S)NNc1ncc(C(F)(F)F)cc1Cl	?	-8%	-1%	?	12%[38.3 µM]	-2%	12%
COc1cccc(C(C)N(C)Cc2nc(COc3ccccc3)no2)c1 (configuration not stated)	-2%[9.22 µM]	7%	/	-1%	/	2%	15%[10 µM]
c1ccc(Nc2nc(N3CCOCC3)nc(N3CCOCC3)n2)cc1	?	-3%	-1%	-1%	45%[activator][38.3 µM]	14%	-8%[10 µM]
C=CCn1c(-c2ccoc2C)n[nH]c1=S	19%	1%	-3%	5%	15%[38.3 µM]	-16%	-7%
Cc1ccnc(NS(=O)(=O)c2ccc(NC(=O)c3ccc(S(=O)(=O)N4CC(C)OC(C)C4)cc3)cc2)n1 (configuration not stated)	3%	-2%	-3%	-4%	4%	13%	?
C[N+]1([O-])[C@@H]2Cc3cc4c(cc3[C@@H]1Cc1cc3c(cc12)OCO3)OCO4 (some centres not stated)	-13%[9.22 µM]	-4%	/	10%	/	-3%	-3%[10 µM]
O=C(NNc1ccc([N+](=O)[O-])cc1)C1CC2CCCC(C1)C2=O (configuration not stated)	-1%	-14%	-12%	?	-5%[38.3 µM]	4%	-7%
CCCCn1c(=O)[nH]c(=O)c2c1nc(-c1ccsc1)n2Cc1ccccc1	-18%	-13%	-10%	-1%	21%[38.3 µM]	7%	-35%
CCC1SC2=NCCN2C1(O)c1ccc(Cl)cc1 (configuration not stated)	-10%	-2%	-1%	2%	23%[38.3 µM]	5%	-24%[0.074 µM]
O=C(COC(=O)c1ccc2c(c1)S(=O)(=O)N=C1CCCCCN12)NCc1cccs1	13%[9.22 µM]	-3%	2%[15.4 µM]	7%	/	-3%	-7%[10 µM]
CC1(c2nnc(-c3ccc(F)cc3)o2)CC(c2c(Cl)cccc2Cl)=NO1 (configuration not stated)	0%[9.22 µM]	-10%	/	0%	/	11%	0%[10 µM]
O=C1CC2c3ccccc3C1C1C(=O)N(Cc3ccccc3)C(=O)C21 (configuration not stated)	5%[9.22 µM]	1%	8%	9%	-1%	-6%	-21%[10 µM]
Cc1cc(C)nc(N2CCC(C(=O)NCc3ccco3)CC2)n1	-19%	-1%	-11%	-10%	-13%[38.3 µM]	5%	-7%[10 µM]
Cc1cc(C(=O)CSc2ccc(Cl)cc2)cc(C)c1OC(=S)N(C)C	-2%[9.22 µM]	-4%	-6%	-1%	-5%[38.3 µM]	3%	7%
CC1=C(C(=O)OCc2ccccc2)C(C2CCCCC2)NC(=O)N1CCCCCC(=O)O (configuration not stated)	/	-2%	/	/	-3%	3%	-35%[inhibitor]
CCCCn1c(-c2ccc([N+](=O)[O-])cc2)n[nH]c1=S	6%	-12%	3%	-21%	/	/	-1%
COc1cccc(C(=O)NNC(=O)c2ccccc2Br)c1	2%	3%	-2%	4%	-26%[38.3 µM]	10%	-28%
CC(C)(C)c1cc(NC(=O)NN2CCOCC2)nn1-c1c(Cl)cc(Cl)cc1Cl	4%[9.22 µM]	1%	-5%	-10%	/	4%	8%[10 µM]
CCOc1cc(/C=C2/C(=O)ON=C2C)ccc1OCc1ccccc1	16%[9.22 µM]	5%	?	19%	24%	25%	14%[10 µM]
Cc1ccc(CSc2nnc(CNc3ccc(F)cc3)o2)cc1	-7%	-1%	-14%	-10%	0%	5%	-32%[inhibitor]
COc1ccc(-c2coc3cc(OC)cc(OC)c3c2=O)cc1	16%[9.22 µM]	0%&2%	/	3%	6%&2%	10%&3%	-23%[10 µM]
COc1ccc(OCC(=O)N2N=C(C(F)F)CC2(O)C(F)F)cc1 (configuration not stated)	28%	-1%	-21%	4%	4%	5%	0%[10 µM]

Some of the compounds tested; the hit share may differ from the screen's.
